# Screens: PubChem BioAssay, National Center for Advancing Translational Sciences (NCATS)
# G9a inh – qHTS Assay for Inhibitors of Histone Lysine Methyltransferase G9a; Histone-lysine N-methyltransferase EHMT2 (Homo sapiens), Q96KQ7; G9a H3K9 monomethylation, AlphaScreen, 2 h; Potency, µM (doses to about 102 µM), for inactives: at the highest dose activity, negative = inhibition, most hits filed as inhibitors; hit rate 8.8% among 350,000; note: potency is the fitted concentration of half-maximal effect; % is set by controls: 0 for no effect and ±100 for the full control effect; nearly all actives have a fitted effect of over 75% in size
# Target sequence (Q96KQ7 913-1193 limits assumed): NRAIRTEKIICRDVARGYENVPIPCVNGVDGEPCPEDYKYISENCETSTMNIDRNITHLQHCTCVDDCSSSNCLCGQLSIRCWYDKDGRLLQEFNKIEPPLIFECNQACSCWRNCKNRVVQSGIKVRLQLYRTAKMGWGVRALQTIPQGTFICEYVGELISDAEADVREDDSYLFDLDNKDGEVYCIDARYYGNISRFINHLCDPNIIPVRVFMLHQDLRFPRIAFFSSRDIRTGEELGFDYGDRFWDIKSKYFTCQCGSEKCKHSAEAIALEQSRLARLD
#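 G9a (20 nM) was preincubated 15 min with compound, then reacted 2 h at room temperature with 500 nM biotin-H3K9 peptide and 20 µM SAM. Monomethyl-H3K9 detected by AlphaScreen using anti-H3K9me1 antibody.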
# ERG-DNA inh – qHTS for Small Molecule Inhibitors of the ERG Ets/DNA interaction; Transcriptional regulator ERG (Homo sapiens), P11308; fluorescence polarization, His-ERG Ets domain / labelled DNA; Potency, µM (highest dose often 76.9 µM), inactives show at the highest dose FP activity, negative = inhibition, hits mostly inhibitors; hit rate 0.028% among 370,000; active = well fitted inhibition curve with a large enough effect in the polarisation, with a control signal flat; inconclusive = small, poorly fitted or top-dose-only effect, or effect the other way, or a change in a side signal; inactive = no such curve, though single readings can be large or run the other way; the % refers to the polarisation;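 note: polarization taken with two DNA probes labelled with fluorescein and Texas red; potency is the fitted concentration of half-maximal effect; % of control where 0% means no effect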
#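 His-tagged ERG Ets domain (1 uM in the protein solution; 300mM KCl, 50mM Tris-HCl, 1mM EDTA, 1mM DTT, pH 7.5) received compound, then a probe mix of 5 nM fluorescein-DNA and 100nM Texas-615-DNA. Fluorescence polarization was read for both dyes.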
# PI4K2A block – qHTS for small molecular inhibitors of PI4K2A; Phosphatidylinositol 4-kinase type 2-alpha (Homo sapiens), Q9BTU6; purified PI4K2A, ADP-Glo luminescence, 1 h; hits give low values; activity change, negative = inhibition, % at 76.9 µM; hit rate 0.13% among 420,000; AID 1346378, 2018; in the data active = activity change below about -50%; inconclusive = mostly about -30% to -49%;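 note: -100% = wells without enzyme as full effect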
#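 In this quantitative HTS, ADP production by PI4K2A was quantified luminescently after 1 h at ambient temperature; 100 microM adenosine served as plate-quality control.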
# JMJD2A Tudor – qHTS Assay for Inhibitors of JMJD2A-Tudor Domain | AID 504339, 2011 | Potency, µM (series often up to 114 µM), for inactives: at the top dose activity change, negative = inhibition, actives largely listed as inhibitors | Lysine-specific demethylase 4A (Homo sapiens), O75164 | AlphaScreen JMJD2A-Tudor / H3K4me3 peptide binding | hit rate 4.4% among 390,000; note: potency is the fitted concentration of half-maximal effect; % is set by controls: 0 for no effect and ±100 for the full control effect; nearly all actives have a fitted effect of over 50% in size
# Pin1 inhibitor – qHTS Assay to Find Inhibitors of Pin1; Peptidyl-prolyl cis-trans isomerase NIMA-interacting 1 (Homo sapiens), Q13526; Pin1 FP peptide displacement, HiFluor488, 10 min; Potency, µM (top dose mostly 115 µM), without a hit: at the highest dose activity, negative = inhibition, hits mostly inhibitors; hit rate 0.009% among 390,000; AID 504891, 2011; active = well fitted inhibition curve with a large enough effect in the polarisation, with a control signal flat, not every such curve was filed as active; inconclusive = small, poorly fitted or top-dose-only effect, or effect the other way, or a change in a side signal; inactive = no such curve, though single readings can be large or run the other way; the % refers to the polarisation; note: potency is the fitted concentration of half-maximal effect; % is set by controls: 0 for no effect and ±100 for the full control effect
# Target sequence (Q13526 whole entry, looked up): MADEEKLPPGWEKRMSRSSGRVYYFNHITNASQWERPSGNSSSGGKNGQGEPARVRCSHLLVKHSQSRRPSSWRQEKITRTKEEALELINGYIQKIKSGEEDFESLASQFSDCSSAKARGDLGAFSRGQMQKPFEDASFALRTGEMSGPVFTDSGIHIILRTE
# HP1b chromo inh – HTS for Inhibitors of HP1-beta Chromodomain Interactions with Methylated Histone Tails. AlphaScreen HP1-beta / biotin-H3K9me3 peptide binding. AID 540317, 2011. Potency, µM (titrated, usually from 114 µM), for the others: at the top dose activity change, negative = inhibition, hits mostly inhibitors. Chromobox protein homolog 1 (Homo sapiens), P83916. hit rate 0.56% among 390,000; note: potency is the fitted concentration of half-maximal effect; nearly all actives have a fitted effect of over 70% in size; inactives centre near 23
# Target sequence (P83916 whole entry, looked up): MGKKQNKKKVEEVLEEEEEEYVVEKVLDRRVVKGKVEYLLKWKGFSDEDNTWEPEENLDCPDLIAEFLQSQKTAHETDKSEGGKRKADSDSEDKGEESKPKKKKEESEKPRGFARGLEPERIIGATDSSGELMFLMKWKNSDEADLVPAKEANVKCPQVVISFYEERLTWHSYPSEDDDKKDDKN
#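 HP1-beta protein (50 nM final) preincubated 30 min at room temperature with biotinylated H3(1-18)K9me3 peptide (50 nM) in PBS pH 7.4, 0.01% Tween-20, then compound added for 30 min. AlphaScreen streptavidin donor/nickel chelate acceptor beads (10 ug/mL final), 30 min dark, luminescence read.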
# GLS inhibitor – qHTS for Inhibitors of Glutaminase (GLS); Glutaminase kidney isoform, mitochondrial (Homo sapiens), O94925; Potency, µM (highest dose often 45.5 µM), inactives show at the highest dose activity change, negative = inhibition, hits mostly inhibitors; hit rate 0.21% among 410,000; GLS enzymatic activity, qHTS titration; note: potency is the fitted concentration of half-maximal effect; % is set by controls: 0 for no effect and ±100 for the full control effect
#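 Human kidney-isoform GLS in 45 mM KH2PO4 pH 8.2, 0.02% Tween-20, with compound, started with 1mM L-Glutamine (added stock). Glutamate oxidase/HRP/Amplex red coupled fluorescence read at start and after 30 min at RT.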
# Tb PGK inh – qHTS Assay to Find Inhibitors of Phosphoglycerate Kinase; PGK/GAPDH coupled, Kinase-Glo luminescence, 60 min; Potency, µM (highest dose often 57.5 µM), for inactives: at the highest dose activity change, negative = inhibition, usual class: inhibitors; Phosphoglycerate kinase, glycosomal (Trypanosoma brucei brucei), P07378; hit rate 0.043% among 380,000; note: potency is the fitted concentration of half-maximal effect; % is set by controls: 0 for no effect and ±100 for the full control effect; nearly all actives have a fitted effect of over 60% in size
#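 Luminescent ATP detection (Kinase-Glo Plus) follows a 60-minute room-temperature incubation, with wells lacking PGK as controls. Buffer: 100 mM TEA (pH 7.6), 5 mM MgCl2, 0.01% Tween-20. Coupling enzyme GAPDH (100 nM final) supplies unstable 1,3-BPG in-well.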
# BAZ2B inh – qHTS Assay for Inhibitors of BAZ2B | Bromodomain adjacent to zinc finger domain protein 2B (Homo sapiens), Q9UIF8 | AlphaScreen BAZ2B-H3K14Ac peptide displacement | Potency, µM (highest dose often 114 µM), inactives show at the top dose activity change, negative = inhibition, usual class: inhibitors | hit rate 4.4% among 360,000 | AID 504333, 2011; note: potency is the fitted concentration of half-maximal effect; % is set by controls: 0 for no effect and ±100 for the full control effect; nearly all actives have a fitted effect of over 60% in size
#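 Protein-peptide AlphaScreen: BAZ2B 50 nM, b-H3K14Ac 50 nM, 1x PBS pH 7.4 + 0.01% Tween-20. Preincubation 30 min RT; cpd 30 min RT (top 110 uM); beads 20 min RT, light-protected.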
# * hit, by the source's call; i = inactive; ? = inconclusive; . = no result given; & = joins results of further samples; [ ] = remark or other dose. Unless noted, calls come from the whole dose curve; as a rule, active = well fitted curve in the direction sought with a large enough effect; inconclusive = small, poorly fitted or top-dose-only effect, or another doubt; inactive = no such curve, though single readings can be large; an effect the other way counts as inactive or inconclusive.
SMILES,G9a inh,ERG-DNA inh,PI4K2A block,JMJD2A Tudor,Pin1 inhibitor,HP1b chromo inh,GLS inhibitor,Tb PGK inh,BAZ2B inh
O=C1CSC(=S)N1N=Cc1ccc2c(c1)OCO2,.,56%[activator],-14,-24%,31%[activator],-5%,15%,-11%,.
COc1cccc(-c2ncc3ccccc3c2COC(=O)CCC(=O)O)c1,5%[0.501 µM],-6%,5,-7%,1%,45%[activator],7%,-3%,7%
S=C(NCC1COc2ccccc2O1)Nc1ccc(Br)cc1 (stereo unspecified),-1%[59 µM],-9%,4,-16%,9%,16%,2%,4%,10%
CCc1cc(CNC(=O)CCc2nnc(Cc3cccc(C)c3)o2)on1,.,-6%,3,-5%,1%,30%,-9%,2%,6%
Cc1ccccc1OCC(=O)OCc1cc(=O)n2nc(C3CCCCC3)sc2n1,3%[59 µM],-6%,9,-8%,13%,36%,1%,-6%,-2%
COC(=O)c1cc(O)cc(OC)c1Oc1cc(C)cc(O)c1C(=O)O,?,18%,-15,20µM*,-5%,?,11µM*,?,8.9µM*
CCOC(=O)N1CCN(CC(O)COc2ccc(C(C)C)c(C)c2)CC1 (stereo unspecified),-42%[2.33 µM],-4%,0,-17%,-9%,35%[activator],11%,.,-18%
CCCN(CC(=O)Nc1ccccc1OC)C(=O)Cc1ccc2c(c1)CCC2,?,-11%,-7,-12%,-25%,5%,-13%,-1%,-4%
O=C(Cn1cncn1)N1CCN(c2ccc(F)cc2)CC1,.,9%,0,-14%,8%,45%[activator],18%,-5%,6%
Cc1cc(N)n2ncc(-c3ccc(Cl)cc3)c2n1,0%[12.7 µM],10%,-2,-12%,13%,44%[activator],-1%,i,4%
CC1CC(C)CN(CCOc2ccc(Br)cc2)C1 (stereo unspecified),11µM*,-6%,-2,28µM*,-4%,?,3%,0%,?
COc1ccc(CN(Cc2cccn2C)S(=O)(=O)c2cccc(C(F)(F)F)c2)cc1,.,6%,0,-9%,-1%,56%[activator],-6%,-4%,-43%
CCOC(=O)c1c(NC(=O)NC(C)(C)C)sc2c1CCN(C)C2,7%,11%,3,-1%,-4%,26%,5%,-7%,-2%
COCCNC(=O)CCCCCNS(=O)(=O)c1ccc(C)cc1,?,-3%,0,-12%,4%,6%,1%,-5%,4%
COCCN(C(=O)CSc1nc2ccc(OC)cc2[nH]1)c1c(N)n(Cc2ccccc2)c(=O)[nH]c1=O,20µM*,-3%,-2,-21%,-3%,23%,-6%,-10%,5%
O=C(Nc1ncc([N+](=O)[O-])s1)c1ccco1,?,-4%,-10,-7%,47%[activator],38%,2%,1%,-24%
CCCCc1nnc(NC(=O)c2ccc(-n3cncn3)c([N+](=O)[O-])c2)s1,-45%,-9%,-4,2%,-8%,17%,14%,0%,3%
CC(=O)c1ccc(NC(=O)C2CCCN2S(=O)(=O)c2ccc(F)cc2)cc1 (stereo unspecified),0%,10%,-2,-20%,-2%,15%,2%,i,2%
COc1ccc(NC(=O)CN2C(=O)COc3ccc(S(=O)(=O)N4CCOCC4)cc32)cc1,10%,12%&-7%,-4&3,-18%&-2%,-9%&0%,7%&32%,3%&1%,-4%&-10%,-25%&0%
CCOC(=O)C1=C(c2ccccc2)NC(=S)NC1C (stereo unspecified),5%[59 µM],-2%,1,-21%,3%,18%,?,2%,3%
O=C(CCN1CCOCC1)NNC(=S)NC(=O)c1ccc(Br)cc1,7.9µM*,3%,-5,?,-7%,6%,-3%,-1%,-37%
CC(C)NC(=O)C1CCN(c2ccc(S(=O)(=O)N3CCOCC3)cc2Cl)CC1,19%,10%,0,-2%,2%,21%,-6%,-4%,-21%
COc1ccc(-c2csc(NC(CO)c3nc4ccccc4n3Cc3ccc(C)cc3)n2)cc1 (stereo unspecified),.,-3%,3,?,85%[activator],-1%,1%,-1%,.
COc1ccc(OCc2nnc(SCC(=O)c3ccccc3)o2)cc1,22%,-2%,2,24%,3%,51%[activator],0%,0%,-13%

# GLS inhibitor, entries above that show a hit.
SMILES,G9a inh,ERG-DNA inh,PI4K2A block,JMJD2A Tudor,Pin1 inhibitor,HP1b chromo inh,GLS inhibitor,Tb PGK inh,BAZ2B inh
COC(=O)c1cc(O)cc(OC)c1Oc1cc(C)cc(O)c1C(=O)O,?,18%,-15,20µM*,-5%,?,11µM*,?,8.9µM*

# Next part:
SMILES,G9a inh,ERG-DNA inh,PI4K2A block,JMJD2A Tudor,Pin1 inhibitor,HP1b chromo inh,GLS inhibitor,Tb PGK inh,BAZ2B inh
Cc1ccc(NC(=O)CSc2nc3ccc(NC(=O)c4ccco4)cc3s2)c(C)c1,-8%[59 µM],14%,1,-14%,30%,39%[activator],4%,8%,-13%
Cc1cc(C)c(C)c(S(=O)(=O)NCc2ccc(C(=O)N3CCN(C)CC3)cc2)c1C,-36%,-13%,0,-5%,6%,22%,3%,-2%,24%
CC(=O)Oc1ccc2oc(C)c(C(=O)N3CCOCC3)c2c1,-19%,.,-2,1%,-3%,32%,-2%,-7%,-4%
O=C(C1CCCO1)N1CCN(C(=S)Nc2cccc(F)c2)CC1 (stereo unspecified),-10%,-3%,5,-10%,-7%,24%,14%,-10%,-1%
Cc1cccc(C(=O)NC(=S)NNC(=O)c2cccs2)c1,7.1µM*,6%,0,25µM*,-11%,?,9%,i,11%
CC1=Nc2cc(C(=O)O)ccc2Sc2c(C)ccc(C)c21,-40%,-7%,-6,-14%,-3%,9%,0%,-1%,-16%
O=C(Nc1ccccc1)ON=C1CCCC1,11%[59 µM],-6%,11,-18%,-2%,29%,11%,-2%,7%
CCOCC(=O)N1CCN(c2cccc(Cl)c2)CC1,?,5%,1,-3%[11.4 µM],4%,48%[activator],-3%,-7%,-3%
COc1cccc(CC(=O)OCC(=O)NCc2ccc3c(c2)OCO3)c1,.,11%,5,-6%,-2%,21%,-9%,i,.
CCCCC(CC)C(=O)Nc1ccccc1C#N (stereo unspecified),26%[12.7 µM],1%,-9,-7%,-3%,19%,4%,0%,-1%
CCN(C(=O)CN1C(=O)c2ccc([N+](=O)[O-])cc2C1=O)C1CCCCC1,-11%,0%,-3,-19%,-1%,19%,2%,8%,?
CC(=O)c1cccc(NC(=O)C(C)OC(=O)CCC2CCCCC2)c1 (stereo unspecified),16%[0.501 µM],0%,2,8%,-3%,31%,-1%,-1%,11%
O=C(CCCOc1ccccc1)Nc1ncccn1,7%[59 µM],1%,-1,-8%,-1%,18%,6%,-7%,3%
O=C(Oc1ccc(Cl)cc1)c1cc(-c2ccc3c(c2)OCCO3)on1,2%[59 µM],-1%,1,1%,6%,29%,2%,5%,1%
Cc1ccc2[nH]c(=O)c(CN(Cc3cccs3)S(=O)(=O)c3ccc4c(c3)OCCO4)cc2c1,1µM*,-3%,-4,-10%[57.1 µM],5%,30%,1%,i,-9%
CCc1ccc(OCC(=O)NNC(=O)c2cc(S(=O)(=O)N3CCOCC3)ccc2N2CCCC2)cc1,18%[2.33 µM],0%,-7,-27%,-7%,25%,8%,-4%,4%
O=C(COc1ccc([N+](=O)[O-])cc1)Nc1ccc(C(=O)NCc2cccnc2)cc1,22%[0.0925 µM],-12%,-2,1%,1%,32%,.,-6%,-6%
COc1ccc(C(=O)NC2CCCc3ccccc32)cc1S(=O)(=O)N1CCOCC1 (stereo unspecified),-6%[0.0925 µM],-12%,3,-12%,-1%,5%,3%,10%,-4%
CCN(C[C@H]1N[C@@](Cc2ccccc2)(C(=O)OC)[C@H]2C(=O)N(C)C(=O)[C@@H]12)C(=O)Nc1ccc(Cl)cc1,.,9%,5,-1%,3%,52%[activator],-5%,-1%,.

# Laid out differently: results already given
G9a inh	ERG-DNA inh	PI4K2A block	JMJD2A Tudor	Pin1 inhibitor	HP1b chromo inh	GLS inhibitor	Tb PGK inh	BAZ2B inh	molecule
10%	12%&-7%	-4&3	-18%&-2%	-9%&0%	7%&32%	3%&1%	-4%&-10%	-25%&0%	COc1ccc(NC(=O)CN2C(=O)COc3ccc(S(=O)(=O)N4CCOCC4)cc32)cc1
5%[59 µM]	-2%	1	-21%	3%	18%	?	2%	3%	CCOC(=O)C1=C(c2ccccc2)NC(=S)NC1C (stereo unspecified)
7.9µM*	3%	-5	?	-7%	6%	-3%	-1%	-37%	O=C(CCN1CCOCC1)NNC(=S)NC(=O)c1ccc(Br)cc1
19%	10%	0	-2%	2%	21%	-6%	-4%	-21%	CC(C)NC(=O)C1CCN(c2ccc(S(=O)(=O)N3CCOCC3)cc2Cl)CC1
.	-3%	3	?	85%[activator]	-1%	1%	-1%	.	COc1ccc(-c2csc(NC(CO)c3nc4ccccc4n3Cc3ccc(C)cc3)n2)cc1 (stereo unspecified)
